ADAM17 inh = ADAM17 inhibition, QFRET primary screen; 370,000 tested, 0.83% active; AID 720648; P78536; recombinant ADAM17, EDANS/DABCYL FRET peptide cleavage; inhibition, % at 6.95 µM;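 active means inhibition above the mean of compounds lying between control limits plus 3 SD, set per campaign, cut at about 8.5% in these data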;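 further: 0% = DMSO-only wells as the low control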
Target sequence (P78536 215-824 limits assumed): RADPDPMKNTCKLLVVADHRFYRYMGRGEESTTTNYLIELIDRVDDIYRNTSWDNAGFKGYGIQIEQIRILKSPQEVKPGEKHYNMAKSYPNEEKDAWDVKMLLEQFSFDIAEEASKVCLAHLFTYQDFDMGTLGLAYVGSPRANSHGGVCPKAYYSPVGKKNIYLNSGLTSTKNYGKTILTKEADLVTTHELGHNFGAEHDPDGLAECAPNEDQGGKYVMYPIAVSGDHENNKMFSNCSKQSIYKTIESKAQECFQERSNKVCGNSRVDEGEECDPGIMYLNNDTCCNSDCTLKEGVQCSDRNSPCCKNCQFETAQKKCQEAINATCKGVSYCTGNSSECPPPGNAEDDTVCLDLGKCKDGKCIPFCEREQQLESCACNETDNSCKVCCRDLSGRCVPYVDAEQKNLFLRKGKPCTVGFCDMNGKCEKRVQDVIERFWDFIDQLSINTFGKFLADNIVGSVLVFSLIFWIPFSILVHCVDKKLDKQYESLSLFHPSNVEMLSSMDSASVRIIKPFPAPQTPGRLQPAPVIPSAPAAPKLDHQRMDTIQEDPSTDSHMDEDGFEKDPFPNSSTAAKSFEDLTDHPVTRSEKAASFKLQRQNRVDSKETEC
PLCb3 inh = PLC-beta3 (human) inhibition, primary screen. Q01970. Purified PLC-beta3, fluorogenic substrate, fluorescence. inhibition, % at 12.2 µM. 370,000 tested, 0.18% active. AID 720704; in the data active means inhibition above about 11%;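 further: 0% = median of compound wells on plate and 100% = full blocker control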
SMARCA2 activ = activators of SMARCA2 function; MG213 cells, MMTV-luciferase reporter, dexamethasone, overnight; activation, % at 9.1 µM; 370,000 tested, 1% active; in the data active means activation above about 7.8%;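 further: 0% = vehicle wells and 100% = reference activator wells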
ssDAF12 agonist = activators of S. stercoralis DAF-12 nuclear receptor | HEK293 ssDAF-12/GRIP1 lit1-tk-luc reporter, luminescence; % of 3 µM dafachronic acid response | activation, % at 6.8 µM | 370,000 tested, 1% active | AID 652126;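 active means activation above the mean over all tested compounds plus 3 SD, cut at about 0.9% in these data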;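 further: 0% = DMSO-only wells and 100% = 3 µM delta7-dafachronic acid wells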
MBD2 DNA inh = inhibitors of human MBD2 binding to methylated oligonucleotide. TR-FRET. 370,000 tested, 0.31% active. Q9UBB5. inhibition, % at 4.4 µM; in the data active means inhibition above about 13%
Target sequence (Q9UBB5 whole entry, looked up): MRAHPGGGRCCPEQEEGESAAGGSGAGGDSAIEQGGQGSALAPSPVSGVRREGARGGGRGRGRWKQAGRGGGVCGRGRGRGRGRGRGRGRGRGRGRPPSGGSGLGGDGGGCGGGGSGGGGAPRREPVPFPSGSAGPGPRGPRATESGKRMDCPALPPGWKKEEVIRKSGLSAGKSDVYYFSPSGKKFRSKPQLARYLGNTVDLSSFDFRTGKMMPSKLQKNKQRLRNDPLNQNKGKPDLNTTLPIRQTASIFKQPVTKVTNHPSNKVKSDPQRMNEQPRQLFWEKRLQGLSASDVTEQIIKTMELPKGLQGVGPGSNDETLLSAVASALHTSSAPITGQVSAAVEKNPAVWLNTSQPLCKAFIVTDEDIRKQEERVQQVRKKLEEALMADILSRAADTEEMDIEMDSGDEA
DAX1 inh-1 = NR0B1 (DAX1) inhibition | P51843 | HEK293 Gal4-DAX1 luciferase reporter, luminescence | inhibition, % at 6.75 µM | 340,000 tested, 0.99% active | AID 504766;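 active means inhibition above the mean over all tested compounds plus 3 SD, cut at about 4.2% in these data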;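 further: 0% = DAX1-transfected cells with DMSO and 100% = empty-vector control cells with DMSO; inhibition shows as a rise in luminescence from relieved DAX1 repression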
NR1D1 modulator = modulators of human Rev-erb alpha DNA binding; 370,000 tested, 0.79% active; P20393; Rev-erbα–FITC-DNA binding, fluorescence polarization, 90 min; activity, % at 10 µM;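 active means activity above about 14%, limit read from the data; passing the limit was not always enough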;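 further: 0% = DMSO wells with 35 nM protein and 100% = DMSO wells with 750 nM protein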
PLCg1 inh = inhibitors of human phospholipase C gamma1. P19174. purified PLC-gamma1, fluorogenic substrate, fluorescence. inhibition, % at 12.2 µM. 370,000 tested, 0.84% active. AID 720700; in the data active means inhibition above about 9.5%
hgDAF12 agonist = hgDAF-12 agonism, primary luciferase screen. HEK293 GAL4-hgDAF12 UAS-luciferase reporter, agonist luminescence; normalized to butyrate control. activation, % at 6.8 µM. 370,000 tested, 1.8% active. AID 687014;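 active means activation above a cutoff set at the mean of all screened compounds plus 3 SD, cut at about 10% in these data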;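 further: 0% = DMSO wells and 100% = sodium butyrate wells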
DAX1 inh-2 = blocks DAX1 repression of SF-1 activated StAR promoter; HEK293T StAR-luciferase reporter, SF-1/DAX-1 repression relief; inhibition, % at 6.8 µM; 370,000 tested, 1.1% active; AID 652010;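 active means inhibition above the mean over all tested compounds plus 3 SD, cut at about 3.6% in these data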;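 further: 0% = DAX-1 cells with DMSO and 100% = cells lacking DAX-1 with DMSO; higher inhibition means more luminescence from relief of DAX-1 repression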
hcDAF-12 act = H. contortus DAF-12 activation, primary screen; HEK293 hcDAF-12 lit1-tk-luc reporter, luminescence; 0% DMSO, 100% Δ7-dafachronic acid; activation, % at 6.8 µM; 370,000 tested, 1.4% active;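 active means activation above the mean of all tested compounds plus 3 SD, cut at about 5.5% in these data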;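 further: 100% = response to 3 µM Δ7-dafachronic acid high control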
* hit, by the source's call; i = inactive; · = no result given.

Each structure is followed by: ADAM17 inh, PLCb3 inh, SMARCA2 activ, ssDAF12 agonist, MBD2 DNA inh, DAX1 inh-1, NR1D1 modulator, PLCg1 inh, hgDAF12 agonist, DAX1 inh-2, hcDAF-12 act
O=C(N/N=C/c1ccco1)c1csc2c1CCCC2
 : 0, -6, 0, -0.8, -4, 4.1, -5, -1, 2.3, 0.8, 0.1
Cc1ccsc1C(=O)OCC(=O)c1cc(C)n(CC2CCCO2)c1C (stereo not given)
 : 1, 3, -10, -3.4, -4, -4.5, 3, 2, -16, -4.1, -7.0
COc1cc(CNn2nnnc2N)cc(Br)c1OCc1c(Cl)cccc1Cl
 : 1, 1, -5, -1.6, -4, -0.9, 5, -2, -2.1, -1.6, -1.9
Cc1ccc(Sc2ncnc3onc(C)c23)c(C)c1
 : -3, -4, 1, -1.1, -6, 2.2, -4, 1, 2.2, -0.2, -0.7
CC1(NC(=O)Cc2ccc(S(=O)(=O)N3CCOCC3)s2)CCS(=O)(=O)C1 (stereo not given)
 : -2, -6, 2, -0.9, -4, 0.2, 2, -2, 3.5, 0.5, -0.7
O=C(CN1C(=O)S/C(=C/c2cccn2-c2ccc(O)cc2)C1=O)N1CCCC1
 : 0, -3, 0, -1.1, 1, 0.0, 3, 1, -1.5, -0.4, -3.4
CCC(CC)C(=O)Nc1cccc(C(=O)Nc2ccc(OC)cc2[N+](=O)[O-])c1
 : -2, 6, 0, -1.9, 1, -0.4, 3, 3, 1.9, 0.0, 0.2
CC1=C(C(N)=O)C(c2ccc(Cl)cc2Cl)n2ncnc2N1 (stereo not given)
 : -6, -1, -2, -1.0, -2, 1.1, 0, -2, -1.1, -0.4, 1.0
CC(C)(Cc1ccc(O)cc1)NC(=O)c1ccccc1
 : -2, -3, -1, -0.9, 3, -0.7, -3, -1, 0.9, 0.3, -1.4
CCn1c(SCC(=O)Nc2cc(C)on2)nnc1-c1ccc(OC)cc1
 : 2, 4, 0, -1.7, -1, 0.4, 6, 1, -4.0, -0.4, -0.7
CC1CCCN(S(=O)(=O)CCNC(=O)c2ccccc2)C1 (stereo not given)
 : -1, -5, 0, -0.4, 0, 0.5, -7, 0, -1.7, -1.5, -0.6
Cc1cc(C)n(-c2ncc3c(n2)N(C)CCOC3=O)n1
 : -11, -23, -3, -1.2, 2, -0.6, 1, -14, 0.8, 0.3, 0.9
CCc1nnc(NC(=O)c2ccc(S(=O)(=O)N3CCCCC3)cc2)s1
 : 1, -3, -4, -1.2, -3, -1.1, -5, 2, 0.1, -0.1, -2.0
Clc1c2c(nc3ccccc13)CCC2
 : -1, -7, -2, -0.9, -2, 0.4, -2, -3, -0.3, 0.2, -1.4
CCNC(=O)n1nccc1C(C)Oc1cccc(C(F)(F)F)c1 (stereo not given)
 : 1, -1, 1, -1.4, 7, -1.2, 12, 1, -2.8, -1.5, -1.7
Cc1nc2c(C(=O)N3CCCC3)cnn2c(C)c1Cc1c(F)cccc1Cl
 : -9, -26, 6, -1.6, 0, 1.2, -1, -18, 0.1, 0.7, 1.1
CNC(=S)/N=C(/Nc1ccccc1)c1ccccc1
 : 0, -3, 1, -1.2, -3, 0.4, -7, 0, -0.3, 0.5, -0.2
CCOCCCNC(=O)c1cc2cc3cc(OC)ccc3nc2o1
 : -340, i, -1, -1.2, -1, 0.8, 4, -428, 0.0, -0.4, -1.6
Cc1nnc(C)c2c(C)n(N)c(C)c12
 : -21, -74, 4, -1.6, 2, ·, 3, -59, -1.3, -0.3, -0.3
Cc1csc(NC(=O)C(NC(=O)c2ccccc2F)C(C)C)n1 (stereo not given)
 : 0, -3, -2, -1.3, -1, 0.9, 1, 3, -1.3, -0.2, -0.1

Five of the entries above in order of the PLCg1 inh value, lowest first:
compound,ADAM17 inh,PLCb3 inh,SMARCA2 activ,ssDAF12 agonist,MBD2 DNA inh,DAX1 inh-1,NR1D1 modulator,PLCg1 inh,DAX1 inh-2,hcDAF-12 act
Cc1nnc(C)c2c(C)n(N)c(C)c12,-21,-74,4,-1.6,2,·,3,-59,-0.3,-0.3
Cc1nc2c(C(=O)N3CCCC3)cnn2c(C)c1Cc1c(F)cccc1Cl,-9,-26,6,-1.6,0,1.2,-1,-18,0.7,1.1
CC1(NC(=O)Cc2ccc(S(=O)(=O)N3CCOCC3)s2)CCS(=O)(=O)C1 (stereo not given),-2,-6,2,-0.9,-4,0.2,2,-2,0.5,-0.7
Cc1ccc(Sc2ncnc3onc(C)c23)c(C)c1,-3,-4,1,-1.1,-6,2.2,-4,1,-0.2,-0.7
Cc1csc(NC(=O)C(NC(=O)c2ccccc2F)C(C)C)n1 (stereo not given),0,-3,-2,-1.3,-1,0.9,1,3,-0.2,-0.1

For convenience, part of the list above.
Each structure is followed by: ADAM17 inh, PLCb3 inh, SMARCA2 activ, ssDAF12 agonist, MBD2 DNA inh, DAX1 inh-1, NR1D1 modulator, PLCg1 inh, hgDAF12 agonist, DAX1 inh-2, hcDAF-12 act
COc1cc(CNn2nnnc2N)cc(Br)c1OCc1c(Cl)cccc1Cl
 : 1, 1, -5, -1.6, -4, -0.9, 5, -2, -2.1, -1.6, -1.9
Cc1ccc(Sc2ncnc3onc(C)c23)c(C)c1
 : -3, -4, 1, -1.1, -6, 2.2, -4, 1, 2.2, -0.2, -0.7
CC1(NC(=O)Cc2ccc(S(=O)(=O)N3CCOCC3)s2)CCS(=O)(=O)C1 (stereo not given)
 : -2, -6, 2, -0.9, -4, 0.2, 2, -2, 3.5, 0.5, -0.7

Remaining list, next part
Each structure is followed by: ADAM17 inh, PLCb3 inh, SMARCA2 activ, ssDAF12 agonist, MBD2 DNA inh, DAX1 inh-1, NR1D1 modulator, PLCg1 inh, hgDAF12 agonist, DAX1 inh-2, hcDAF-12 act
Cc1cc(/C=C(\C#N)C(=O)O)c(C)n1-c1ccc(Br)cc1
 : -7, -27, -1, -1.3, 4, 0.5, 2, -13, 5.3, 0.1, -1.3
O=C(OCc1cc2ccccc2[nH]c1=O)c1cccnc1
 : -5, 1, -1, -1.4, 1, -0.2, -4, 0, 0.6, -0.2, -1.2
CCCN(CCC)C(=S)NC(=O)c1ccc(-c2ccccc2)cc1
 : 5, 5, 2, -1.7, 2, -1.3, -1, 0, -1.6, -2.1, -1.6
CCOC(=O)/C=c1\s/c(=C\c2sccc2C)c(=O)n1CC(=O)NCc1ccc(C)cc1
 : -6, -4, 0, -1.0, 7, ·, 1, -1, -2.5, 0.2, -1.3
COc1cc2ccccc2cc1C(=O)OCC(=O)N(C)c1c(N)n(Cc2ccccc2)c(=O)[nH]c1=O
 : -136, -177, 0, -1.0, 4, 0.4, 3, -155, -2.4, 0.8, -0.7
COc1ccc(NC2CCCN(C(=O)CCC3=NNC(=O)CC3)C2)cc1 (stereo not given)
 : 5, -6, 0, -1.3, -3, 0.6, -1, -1, 0.9, 1.2, -1.9
COc1ccc(OC)c(NC(=O)C2(C)CCN2Cc2cccc(OC)c2OC)c1 (stereo not given)
 : 0, 2, -3, -1.3, 4, ·, -1, 0, -4.7, -2.1, -2.6
Cc1cc(Br)cn2c(Cc3ccccc3C(F)(F)F)c(-c3ccco3)nc12
 : -4, -12, 0, -1.1, 9, ·, -4, -12, -2.1, -1.3, -1.1
O=C(Nc1ccc(O)cc1)C1CCCN1S(=O)(=O)c1ccc(F)cc1 (stereo not given)
 : 0, 4, 0, -0.5, 1, 4.6*, -5, 5, -1.7, -0.7, -1.0
O=C(NCc1n[nH]c(=S)n1-c1ccc(Br)cc1)c1cccs1
 : -5, 0, 1, -0.5, -2, -0.7, -1, -1, -3.0, 0.4, -1.6
CCN(CC)C(=O)C1=C(C)N(CCCN2CCCC2=O)C(=O)C(CC(=O)NCCc2ccccn2)C1 (stereo not given)
 : -8, -4, -5, -1.0, 4, 0.4, 0, -3, -0.3, -0.4, -1.0
COC(=O)c1sc2cc([N+](=O)[O-])cc(SCC(C)C)c2c1N
 : 4, -3, -3, -1.7, -10, -0.9, -3, -5, 1.7, 0.0, -2.4
CN(Cc1ccc2nsnc2c1)Cc1nc(Cc2cccc(F)c2)no1
 : -3, -5, -2, -1.5, 0, -1.4, 0, 2, -0.2, -0.7, -0.1
CCCn1nnnc1NCc1ccc(CC)cc1
 : 1, -5, -3, -1.4, -2, 2.5, 2, 1, -1.9, -0.1, -0.2
C[C@@H]1CN([C@H](C)CO)C(=O)c2cc(C3=CCCCC3)cnc2O[C@@H]1CN(C)Cc1ccccc1C(=O)O
 : -2, -2, -2, -0.6, 0, 2.1, 6, 1, -0.8, 0.8, -0.2
Oc1cccc(/C=N/NC(=S)NCCN2CCOCC2)c1O
 : -2, -22, -2, -0.5, 5, 0.0, -6, -13, -2.3, 0.4, 0.6
CC[C@]1(C(=O)OC)[C@H]2C(=O)N(C)C(=O)[C@H]2[C@H]2CN=C(SCc3ccc(C)cc3)N21
 : -4, 1, -3, -0.8, 0, 0.8, 1, -3, -0.6, -0.4, -2.1
CCCC(=O)Nc1cc(-c2nn(C)c(=O)c3ccccc23)ccc1N1CCCCC1
 : -4, -2, 0, -0.7, 3, 0.0, 3, -1, -0.1, -0.7, -1.5
CCOc1ccc(OCC)c(NC(=O)CCNS(=O)(=O)c2cc(Br)cnc2N)c1
 : -1, -4, -1, -1.2, -5, 1.4, -8, 0, -0.5, -0.4, 3.4
O=C(N=C1SC2CS(=O)(=O)CC2N1CCc1ccccc1)C1CCCCC1 (stereo not given)
 : -3, -10, -2, -0.8, 86*, 0.2, -5, 1, -1.4, -0.2, 1.6
Cc1ccc(Sc2ncccc2NC(=O)c2ccccc2Cl)cc1
 : 3, -6, -3, -0.9, -3, ·, 6, 3, 2.4, -0.4, -2.3
c1ccc(CC2CCN(c3nc4ccccc4n4nnnc34)CC2)cc1
 : -11, -11, 0, -0.8, 2, 1.2, 4, -12, 0.1, -0.2, 1.3
Cn1c(N)c(C(=O)COC(=O)Cc2c(F)cccc2Cl)c(=O)n(C)c1=O
 : -3, -1, -2, -0.7, 2, -0.7, 7, 7, 0.7, -0.5, 0.4
O=C(/C=C/c1ccco1)N1CCCC(c2ccccc2)C1 (stereo not given)
 : -1, -2, 0, -1.7, -6, 0.3, -3, -5, 1.5, -0.2, -0.7
Cc1nc(N2CCN(c3ccccn3)CC2)c2c(C)c(C(=O)N3CCN(c4ccccc4F)CC3)sc2n1
 : 1, -3, -1, -1.4, 3, -2.1, 13, 3, -0.8, 0.2, -1.0
Cc1ccc(C(=O)c2sc3nc4c(cc3c2N)CCC4)cc1
 : -5, -17, 9.1*, -0.1, 2, 0.5, -4, -12, 5.3, 0.5, 2.3
CCCNC(=O)c1ccccc1NS(=O)(=O)c1ccc2c(c1)OCCO2
 : -9, -7, 2, -0.8, -4, 1.4, -2, -2, -0.8, 0.7, 2.9
Cc1cccc(NC(=S)NCCc2ccc3c(c2)OCCO3)c1C
 : 0, -6, -3, -0.8, 1, 0.5, -5, -2, -2.3, -0.8, -2.2
CCN(Cc1cc2ccccc2[nH]c1=O)C(=O)c1cccnc1
 : -8, -1, 1, -1.7, -9, 1.2, 0, 1, -0.1, -0.6, -0.7
CC(=O)Nc1ccc(OCc2nnc(-c3ccccc3)o2)cc1
 : -2, -9, -1, -1.1, -2, -0.2, 4, -1, 0.0, -0.1, 1.1
COC(=O)c1cc(NC(=O)CN2CCc3cc4c(cc3C2)OCCCO4)cc(C(=O)OC)c1
 : 0, -2, 2, -1.6, 3, 0.5, 6, -2, 4.0, -0.6, 0.9
CCN(C(=O)C1CCN(c2nc(-c3ccc(OC)cc3)no2)CC1)c1ccccc1
 : -4, -3, 1, -1.4, 3, -0.4, 4, -1, 8.9, -0.6, 1.7
